High-throughput results from PubChem.
NR2E3 ag-1: NR2E3 (human) agonism. GST-NR2E3/biotin-RetCOR TR-FRET, 1536-well. inhibition of corepressor binding, % at 4.78 µM. 0.12% of 320,000 active. AID 2300;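 active = percent inhibition above the cutoff of mean plus 3 SD of all tested compounds, set per screening campaign, cut at about 20% in these data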;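 also: 0% = DMSO wells and 100% = biotin wells as full block of FRET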
Target sequence (Q9Y5X4 whole entry, looked up): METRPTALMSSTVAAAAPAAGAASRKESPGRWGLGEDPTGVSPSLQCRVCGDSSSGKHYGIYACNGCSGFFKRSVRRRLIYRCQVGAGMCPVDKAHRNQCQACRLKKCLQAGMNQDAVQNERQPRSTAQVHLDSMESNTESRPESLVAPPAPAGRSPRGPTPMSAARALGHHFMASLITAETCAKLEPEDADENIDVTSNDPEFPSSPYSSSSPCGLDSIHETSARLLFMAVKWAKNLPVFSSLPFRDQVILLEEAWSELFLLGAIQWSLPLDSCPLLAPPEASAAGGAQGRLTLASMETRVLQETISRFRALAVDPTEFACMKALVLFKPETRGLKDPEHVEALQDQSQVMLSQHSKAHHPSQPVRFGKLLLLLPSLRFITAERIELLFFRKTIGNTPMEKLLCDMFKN
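System: GST-tagged NR2E3 plus biotinylated RetCOR corepressor; Buffer or medium: pH 7.5 Tris-based buffer; Probe or stimulus: RetCOR corepressor, biotinylated, 7 nM; Doses: compound at 4.8 µM, single dose; Schedule: 5 h incubation at 4 °C; Technique: time-resolved FRET; Evaluation: percent inhibition of TR-FRET ratio; Replication: one well per compound, singlicate testing.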
PDI inh: PDI (human) enzyme inhibition. P07237. PDI insulin aggregation turbidity, A650, 90 min. inhibition, % at 10 µM. 0.052% of 350,000 active;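 active = mean inhibition across replicates of 30% or more, whatever share of single replicates reach that level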;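 also: absorbance from insulin aggregation driven by PDI reduction with DTT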
Target sequence (P07237 whole entry, looked up): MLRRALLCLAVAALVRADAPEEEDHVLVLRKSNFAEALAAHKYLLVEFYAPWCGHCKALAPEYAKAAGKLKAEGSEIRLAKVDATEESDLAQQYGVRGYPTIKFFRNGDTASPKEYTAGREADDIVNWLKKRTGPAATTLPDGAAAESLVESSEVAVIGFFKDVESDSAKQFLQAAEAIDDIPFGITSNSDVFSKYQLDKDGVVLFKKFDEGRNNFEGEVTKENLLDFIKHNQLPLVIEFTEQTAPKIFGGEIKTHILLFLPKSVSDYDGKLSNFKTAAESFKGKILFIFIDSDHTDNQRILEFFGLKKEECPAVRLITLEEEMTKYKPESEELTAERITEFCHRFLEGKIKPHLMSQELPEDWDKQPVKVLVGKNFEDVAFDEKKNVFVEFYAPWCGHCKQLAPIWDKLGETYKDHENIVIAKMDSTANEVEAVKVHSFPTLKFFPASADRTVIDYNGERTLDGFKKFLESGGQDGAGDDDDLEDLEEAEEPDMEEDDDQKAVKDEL
Peg3 prom inh: inhibitors of Peg3 promoter. AID 588405. inhibition, % at 20 µM. HeLa PEG-Prom luciferase reporter, luminescence, overnight. 1.7% of 360,000 active;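 active = inhibition of at least 50% at 20 µM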
NR2E3 ag-2: activates human NR2E3 receptor | inhibition of corepressor binding, % at 3.98 µM | Q9Y5X4 | 0.35% of 360,000 active | AID 602229 | CHO-S Gal4-NCOR/VP16-NR2E3 two-hybrid, luciferase;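 active = inhibition above the mean of all tested compounds plus 3 SD, cut at about 70% in these data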;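 also: 0% = DMSO with NR2E3 transfected cells and 100% = cells lacking NR2E3 construct; higher means lower luciferase signal from less NR2E3 corepressor binding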
TRPM1 prom inh: MITF TRPM1 promoter inhibition in SK-MEL-5 cells; 0.83% of 330,000 active; SK-MEL-5 TRPM1 promoter luciferase, 24 h; inhibition, % at 12.5 µM; AID 488899;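 active = mean inhibition across replicates of 60% or more, whatever share of single replicates reaches that level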; also: values of inactives mirror those of a sister screen read the other way
CF NFkB block: inhibitors of cystic fibrosis induced NF-kB | KKLEB NF-kB-GFP reporter, PAF-induced, GFP fluorescence overnight | inhibition, % at 5 µM | 0.86% of 360,000 active | AID 588850;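 active = at least 50% inhibition at 5 µM, scaled per plate between neutral and stimulator controls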;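 also: PAF is a Pseudomonas aeruginosa culture filtrate used as stimulus; plate controls were PAF-stimulated DMSO wells for no effect and unstimulated DMSO wells for full effect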
Vif imaging: HIV Vif inhibition; HEK293T cells, Vif self-association by quenched fluorescence, imaging, 24 h; inhibition, % at 7.49 µM; 0.35% of 340,000 active; in the data active = inhibition above about 50%, passing the limit was not always enough; also: some results filed as inactive read as strong as hits
Shn3 3UTR inh: Schnurri-3 reporter inhibition in Clone20 osteoblasts | Clone20 osteoblast Shn3 3'UTR firefly luciferase, 24 h | inhibition, % at 12.5 µM | 0.52% of 360,000 active | AID 588674;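 active = mean inhibition of at least 75% with every replicate also reaching 75%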;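 also: 0% = median of neutral control wells and 100% = pilot-screen positive control compound; some compounds past the cut are filed as inactive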
CaV13 FRET inh: Primary screen for inhibitors of IQ motif and Ca2+-dependent inactivation inhibitor domain binding in CACNA1D, Förster resonance energy transfer in living cells, …; AID 743397; inhibition, % at 12.3 µM; HEK cells, CFP/YFP FRET ICDI-IQ, plate reader, 10 min; percent FRET-ratio fall versus neutral wells; 0.098% of 340,000 active;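 active = mean replicate inhibition of at least 30% and at least 1% of replicates passing that level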;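 also: 0% = median of the neutral control wells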
HIF-2a block: inhibitors of HIF-2a | 786-0 RCC cells HIF-2a reporter, luciferase luminescence, overnight | inhibition, % at 18.8 µM | 0.72% of 360,000 active;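 active = inhibition of the luminescence signal of 40% or more relative to plate controls, in a single-dose primary screen at 18.75 µM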
KKLEB cytotox: CF airway cell cytotoxicity counter-screen; KKLEB CF airway cells viability, ATPlite luminescence, overnight; stronger effect = lower value; cells stimulated with P. aeruginosa culture filtrate; activity change (cytotoxicity), % at 5 µM; 0.36% of 360,000 active; AID 602141;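 active = corrected activity change at or below -50% at 5 µM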
Starred values were filed as active, the others as inactive; x = not tested or not shown. Compounds were not picked by outcome (roughly 3.3% active in at least one column).

Start of the data: the first two records as a preview:
Structure	NR2E3 ag-1	PDI inh	Peg3 prom inh	NR2E3 ag-2	TRPM1 prom inh	CF NFkB block	Vif imaging	Shn3 3UTR inh	CaV13 FRET inh	HIF-2a block	KKLEB cytotox
CC1CCC(NC(=O)c2ccc(N3CCCC3=O)cc2)CC1 (stereo not drawn)	3	-2	-102	-57	-30	6	1	-44	-11	-141	-10
COC(=O)Cn1cnc2c(cnn2-c2ccc(C)cc2)c1=O	0	-1	-39	-41	-36	15	8	-16	x	-15	2

The whole of this part, previewed entries included:
Structure	NR2E3 ag-1	PDI inh	Peg3 prom inh	NR2E3 ag-2	TRPM1 prom inh	CF NFkB block	Vif imaging	Shn3 3UTR inh	CaV13 FRET inh	HIF-2a block	KKLEB cytotox
CC1CCC(NC(=O)c2ccc(N3CCCC3=O)cc2)CC1 (stereo not drawn)	3	-2	-102	-57	-30	6	1	-44	-11	-141	-10
COC(=O)Cn1cnc2c(cnn2-c2ccc(C)cc2)c1=O	0	-1	-39	-41	-36	15	8	-16	x	-15	2
COc1ccccc1NC(=O)CSCc1cc(=O)n2c(C)csc2n1	1	4	-2	-10	2	-6	-2	-5	-1	8	3
Cc1cc(C)c(C#N)c(SCC(=O)NC2CC2)n1	-4	-2	2	4	8	-6	2	-3	-4	6	-2
O=C(OCc1cc(=O)n2c(n1)sc1ccccc12)c1ccc(O)cc1O	2	-2	-104	-39	-31	-69	10	0	-2	-185	6
C=CCC(C(=O)Oc1c(C(C)(C)C)cc(C)cc1C(C)(C)C)c1ccccc1 (stereo not drawn)	-2	0	1	-17	5	23	0	6	-10	1	-2
CN(Cc1ccccc1)C(=O)COC(=O)c1ccc(=O)n(Cc2ccccc2)n1	-2	2	9	18	4	-20	-12	5	-3	11	9
COCCN(Cc1ccccc1)C(=O)C1CCN(S(=O)(=O)c2ccc(OC)c(OC)c2)CC1	1	10	-2	-14	-7	18	7	-5	-2	14	-17
NC(=O)N/N=C(/CCCCCC/C(=N\NC(N)=O)c1ccccc1)c1ccccc1	0	9	34	-5	x	9	-8	4	-5	21	-6
N#C/C(=C(/O)CN1CCCCC1)c1nc(-c2ccc(Cl)cc2)cs1	-4	2	-162	-60	-40	10	-1	-68	-9	-171	-7
COc1ccc(C(=O)N2CCCc3ccccc32)cc1OC	x	-2	11	6	-16	27	-5	1	-4	19	3
O=C(NCCCN1CCOCC1)c1ccc(Br)cc1	5	-8	-35	-33	-13	8	-3	-26	-2	-64	-3
COC(=O)c1sc2nc(-c3ccccc3)nc(N3CCN(C)CC3)c2c1C	x	5	3	-14	-5	13	0	-2	x	-21	-14
O=C(NCCO)c1ccc(-c2nnc(Nc3ccc(O)cc3)c3ccccc23)cc1	2	-4	-1	-15	7	8	-18	-7	-2	14	1
COc1ccc(C(=O)NCc2nnc(SCC(=O)N3CCC(C)CC3)o2)cc1	6	5	12	8	19	5	2	10	-3	12	9
CSc1sc(C(=O)Nc2ccc(F)cc2F)c2c1C=CCC2	0	-1	-31	-17	-24	-10	-2	-11	-5	-82	2
O=C(Nc1ccncc1)c1c(Cl)cccc1Cl	-1	-1	6	14	17	64*	-4	-1	-5	41*	-14
CCc1ccc(/C=C2\SC(=S)N(CCCC(=O)Nc3ccc(C(=O)O)cc3)C2=O)cc1	-5	7	-9	4	3	8	-6	27	-3	-34	7
COc1cccc(CN2CCN(S(=O)(=O)c3ccc(NC(C)=O)cc3)CC2)c1OC	3	-1	5	0	18	1	5	-3	-2	17	-1
Cc1ccc(S(=O)(=O)NCCC(=O)NCc2ccccc2)cc1	1	9	-3	-15	5	4	-1	-23	-7	-7	-5

Structure	NR2E3 ag-1	PDI inh	Peg3 prom inh	NR2E3 ag-2	TRPM1 prom inh	CF NFkB block	Vif imaging	Shn3 3UTR inh	CaV13 FRET inh	HIF-2a block	KKLEB cytotox
COCCOC(=O)C1=C(C)N(c2ccccc2)C(=O)NC1c1cccc([N+](=O)[O-])c1 (stereo not drawn)	4	-6	2	-23	7	-21	-2	18	-1	21	-12
CC(=O)N1CC2([N+](=O)[O-])CN(C(C)=O)CC([N+](=O)[O-])(C1)C2(C)C	-2	-3	16	18	-10	10	8	5	3	14	6
Cc1ccc(-n2c(O)c(C=NCc3ccccn3)c3ccccc3c2=O)cc1C	0	21	35	-7	12	-3	0	7	6	36	5
CCOc1ccc2nc(NC(=O)CN3CCN(C)CC3)sc2c1	-1	2	-78	-51	-23	10	3	-51	x	-116	8
O=[N+]([O-])c1c(NCCCO)cc(Sc2ccc(Cl)cc2)c2nonc12	0	-3	98*	-32	92*	-4	8	94*	-24	96*	24
CCn1c(SCC(=O)c2[nH]c(C)c(C(C)=O)c2C)nnc1-c1cccs1	-2	12	0	38	12	-4	-13	61	-4	4	2
CCOC(=O)N1CCN(C(=O)CSc2nnc(-c3ccccc3OC)o2)CC1	-1	-2	-8	-24	15	7	x	x	-7	-34	9
O=C(CCCC(=O)N(c1ccc(F)cc1)C(C(=O)NC1CCCC1)c1ccc(O)cc1)Nc1ccccn1 (stereo not drawn)	-1	6	-2	9	11	5	5	0	-7	13	-14
O=S(=O)(Nc1ccc2c(c1)nc1n2CCN(Cc2ccccc2)C1)c1ccccc1	1	8	6	-7	9	12	2	19	-8	2	-12
O=S(=O)(c1cccc(F)c1)N1CCN(C(=S)NCC2CCCO2)CC1 (stereo not drawn)	1	-4	0	12	0	9	x	6	-5	7	-16
Cc1ccccc1CN1C(=O)[C@@H]2Cc3c([nH]c4ccccc34)C(C)(C)N2C1=O	2	-2	-7	-19	-8	21	105*	-13	-4	-22	-10
O=C(COC(=O)CCc1ccccc1)NCc1ccccc1	3	4	-8	-26	-5	12	3	5	-2	6	-8
CC(=O)NCCn1c(SCc2ccccc2C)nc2ccccc2c1=O	2	5	18	-6	5	14	4	-11	-5	22	-2
N/C(=N\OC(=O)c1ccccc1Br)c1cccc([N+](=O)[O-])c1	0	18	-368	-88	-66	-20	-10	-81	-20	-215	4
COCCNC(=O)C1CCCN(C(=O)c2sccc2C)CC1 (stereo not drawn)	x	0	-9	-18	x	-7	x	-30	-6	4	-4
CC(=O)NC1(C(F)(F)F)C(=O)Nc2c1c(=O)[nH]c(=O)n2-c1ccccc1 (stereo not drawn)	1	-4	4	2	7	-6	-5	-8	-2	19	4
O=C(NCc1cccc(Cl)c1)C1Cc2c(-c3ccccc3Oc3ccccc3)ccnc2O1 (stereo not drawn)	x	3	21	17	x	-8	-10	8	-10	20	9
O=C(Nc1ccccc1)O/N=C1/CCCc2occc21	2	22	-119	-18	-49	-30	1	-52	-21	-170	4
CCc1ccc2nc(NC(=O)Cn3cnc4ccccc4c3=O)sc2c1	4	-11	-107	-89	-1	-14	-3	-11	-6	-163	11
Cc1cc(C)nc(-n2nc(C)c(Sc3ccc(F)cc3)c2N)n1	1	2	-350	-26	-59	11	-1	-80	-7	-273	2

Structure	NR2E3 ag-1	PDI inh	Peg3 prom inh	NR2E3 ag-2	TRPM1 prom inh	CF NFkB block	Vif imaging	Shn3 3UTR inh	CaV13 FRET inh	HIF-2a block	KKLEB cytotox
Cc1ccccc1-n1c(SCC(=O)N2CCOCC2)nc(O)cc1=O	4	-7	-9	-16	3	10	4	-22	-7	-11	-5
Cc1cc(C(F)(F)F)nc(NCc2ccc(F)cc2)n1	-3	0	0	-6	-13	-22	15	-12	-5	7	6
Cc1ccc(NC(=O)CN(C)Cc2ccc(F)cc2)c([N+](=O)[O-])c1	-2	7	-32	-2	-10	-8	-6	7	-6	-67	1
Nc1cc(C(=O)N/N=C/c2cccc([N+](=O)[O-])c2)n[nH]c1=O	7	-1	-1	-1	-7	-28	14	0	-3	1	2
COc1ccc(CC(=O)OCC(=O)NCC2CCCO2)cc1OC (stereo not drawn)	1	7	3	-6	4	10	32	-17	-6	3	-8
C=CCOc1ccc(/C=C2/C(=N)N3N=C(CC(=O)N4CCCC4)SC3=NC2=O)cc1OC	4	-1	-3	-22	-10	-18	13	-3	-14	7	2
COc1ccc(CC(=S)N2CCOCC2)cc1	3	0	-6	14	10	3	-21	2	-4	4	0
CCCCN(C)CCCN1C(=O)C2C(C(=O)Nc3cccc(OC)c3)C3C=CC2(O3)C1C(=O)NC1CCCCC1C (stereo not drawn)	2	16	-15	5	3	-12	24	8	-3	8	-2
O=c1onc(-c2cccs2)n1Cc1ccccc1	5	-1	20	-19	8	-5	-3	11	-5	20	-5
CCc1ccc(N2CC(C(=O)OCC(=O)NC3CCS(=O)(=O)C3)CC2=O)cc1 (stereo not drawn)	1	-12	12	-11	-4	5	16	-6	-4	10	-31
CCN(CC(=O)NCCc1ccc(S(N)(=O)=O)cc1)Cc1ccccc1	-2	-3	19	8	-10	10	7	28	-6	4	-1
COc1ccc(NC(=O)N2CCCC(C(=O)NCc3ccccc3F)C2)cc1 (stereo not drawn)	1	-7	8	-4	-11	14	-1	1	-5	0	-2
CCOC(=O)c1cccc(NC(=O)CSc2nnc(C3CCCCC3)n2C)c1	1	-2	-25	-5	-14	-8	x	7	-10	1	-11
CC1CCCC(NC(=O)COC(=O)c2cccs2)C1C (stereo not drawn)	0	11	-10	-12	-12	-6	10	-2	-2	5	5
Cc1ccc(NC2CCCN(C(=O)CCN3CCOCC3)C2)cc1C (stereo not drawn)	7	-8	0	10	-5	-20	-5	2	x	11	15
CCOC(=O)C1=C(C)NC(=O)NC1c1ccc(OC(=O)c2ccco2)cc1 (stereo not drawn)	-3	6	1	-6	3	10	-3	-24	x	14	10
O=C(Nc1cccc(F)c1)Nc1ccnn1C1CCN(C(=O)CCN2CCCO2)CC1	3	-4	-7	-16	5	-23	1	-5	-5	0	8
COc1ccc(NS(=O)(=O)c2ccc(NS(=O)(=O)c3cccs3)cc2)c(OC)c1	8	-16	13	-13	1	-11	-3	6	-5	22	18
CCNc1nc2c(c(=O)[nH]c(=O)n2C)n1Cc1ccc(F)cc1	8	7	3	-5	-52	0	x	-6	-5	9	-3
Fc1ccc(COc2ccc(C(=S)N3CCCC3)cc2)cc1	4	1	-148	-113	-68	-2	1	-40	-4	-222	-5

Structure	NR2E3 ag-1	PDI inh	Peg3 prom inh	NR2E3 ag-2	TRPM1 prom inh	CF NFkB block	Vif imaging	Shn3 3UTR inh	CaV13 FRET inh	HIF-2a block	KKLEB cytotox
COc1ccccc1NC(=O)CN(Cc1ccco1)C(=O)c1ccc(N2CCCC2=O)cc1	x	4	8	-6	2	-10	4	10	-5	-1	4
CCN(C[C@H]1N[C@@](C)(C(=O)OC)[C@H]2C(=O)N(Cc3ccccc3)C(=O)[C@@H]12)S(=O)(=O)c1ccc(F)cc1	x	-6	0	-14	-5	-1	6	-13	-6	10	0
CCC(CC)C(=O)OCC(=O)Nc1cccc(S(=O)(=O)N(C)c2ccccc2)c1	0	-1	9	-25	7	8	7	-5	-4	17	-1
Cc1nc(NCCNC(=O)c2ccco2)c2c(C)c(C)sc2n1	2	-4	17	-11	-8	-8	-1	15	-4	10	5
Cc1cccc(NC(=S)NC2CC3CCCC(C2)N3Cc2cccs2)c1 (stereo not drawn)	1	7	-5	-5	-8	-7	5	56	x	-4	3
